SRC2 inh – inhibits human steroid receptor coactivator 2; Q15596; HEK293 GAL4-SRC2 luciferase reporter, luminescence; inhibition, % at 9 µM; hit rate 0.17% among 370,000; AID 651957;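 active = inhibition above the mean inhibition of all tested compounds plus 3 SD, set per campaign, cut at about 52% in these data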;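 also: 0% = DMSO treated cells and 100% = cells given Gossypol at 36 µM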
MC4R barr agon – activates human MC4R beta-arrestin recruitment. U2OS MC4R beta-arrestin complementation, luminescence; percent of melanotan II response, DMSO zero. activation, % at 8.9 µM. P32245. hit rate 0.98% among 360,000;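 active = activation above a per-plate cutoff, the mean activation of sample wells on that plate plus 3 SD, cut at about 8% in these data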
Target sequence (P32245 whole entry, looked up): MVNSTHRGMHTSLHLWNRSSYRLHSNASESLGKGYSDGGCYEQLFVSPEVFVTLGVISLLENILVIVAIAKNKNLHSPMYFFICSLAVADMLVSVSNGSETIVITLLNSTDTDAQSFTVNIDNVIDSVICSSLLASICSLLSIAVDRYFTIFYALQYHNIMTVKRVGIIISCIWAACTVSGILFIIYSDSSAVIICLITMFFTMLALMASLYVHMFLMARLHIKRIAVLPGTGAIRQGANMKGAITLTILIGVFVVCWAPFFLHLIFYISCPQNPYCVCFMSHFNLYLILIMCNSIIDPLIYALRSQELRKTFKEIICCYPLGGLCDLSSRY
NOD2-RIPK2 inh – blocks binding of human NOD2 to RIPK2; hit rate 0.38% among 360,000; O43353; inhibition, % at 4.98 µM; CHO BLA complementation NOD2-RIPK2, CCF4 ratio; in the data active = inhibition above about 21%;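 also: 0% = vehicle only and 100% = reference blocker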
MC4R antagonist – antagonists of human melanocortin 4 receptor (MC4R) | P32245 | MC4R-expressing cells, MTII-stimulated cAMP, LANCE TR-FRET | inhibition, % at 6.5 µM | hit rate 0.48% among 360,000 | AID 540295;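 active = inhibition above its plate's cutoff, the mean of tested wells on that plate plus 3 SD, cut at about 29% in these data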;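 also: 0% = Melanotan II alone and 100% = Melanotan II plus saturating MCL0020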
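Assay system: U2OS-MC4R stable cell line; Also added: Melanotan II; Technique: Eu-cAMP/anti-cAMP TR-FRET, emission 671 nm; Times: 30-min compound, 1-h challenge, 1-h detection, room temperature.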
N-glyco inh – blocks N-linked glycosylation in D54 reporter cells; AID 588692; hit rate 0.23% among 360,000; reporter increase, % at 12.5 µM; D54 ERlucT glycosylation luciferase reporter, 24 h; percent of 100 nM tunicamycin response;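 active = mean luciferase reporter signal, scaled so untreated is 0 and the glycosylation-blocking control 100, at or above a set limit in every replicate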;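 also: luciferase carries N-glycosylation sites so blocking glycosylation raises the light; 0% = median of neutral control wells and 100% = median of 100 nM tunicamycin wells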
ABHD5 PLIN5 PPI – ABHD5-PLIN5 protein interaction inhibition. Q00G26+Q8WTS1. Split G. princeps luciferase complementation, luminescence, 4 h. inhibition, % at 4 µM. hit rate 0.78% among 360,000;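 active = inhibition above the mean inhibition across every tested compound plus 3 SD, cut at about 22% in these data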;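 also: 0% = DMSO only wells and the 100% control is not disclosed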
m5-HT2A agonist – activates the mouse 5-HT2A serotonin receptor | CHO-K1 mHTR2A beta-arrestin complementation, luminescence; percent of 30 µM serotonin response | activation, % at 7.6 µM | hit rate 0.66% among 360,000;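 active = activation above a run cutoff, the mean activation of all tested compounds plus 3 SD, cut at about 14% in these data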;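 also: 0% = plate median of compound wells and 100% = 30 µM serotonin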
Target sequence (P35363 whole entry, looked up): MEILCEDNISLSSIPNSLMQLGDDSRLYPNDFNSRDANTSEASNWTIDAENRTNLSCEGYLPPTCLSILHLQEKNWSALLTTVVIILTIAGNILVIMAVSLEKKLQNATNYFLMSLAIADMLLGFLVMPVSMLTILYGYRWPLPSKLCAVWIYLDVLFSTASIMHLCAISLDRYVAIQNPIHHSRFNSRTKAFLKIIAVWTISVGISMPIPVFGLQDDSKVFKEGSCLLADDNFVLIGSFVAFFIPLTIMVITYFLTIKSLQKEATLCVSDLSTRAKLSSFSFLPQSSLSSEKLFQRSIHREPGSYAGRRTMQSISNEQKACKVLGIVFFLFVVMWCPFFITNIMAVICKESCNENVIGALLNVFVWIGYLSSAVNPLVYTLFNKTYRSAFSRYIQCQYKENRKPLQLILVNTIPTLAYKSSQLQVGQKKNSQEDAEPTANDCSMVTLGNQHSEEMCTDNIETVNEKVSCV
TLR9-MyD88 block – TLR9-MyD88 interaction inhibition; Q9NR96+Q99836; CHO BLA complementation TLR9-MyD88, CCF4 FRET ratio; inhibition, % at 4.98 µM; hit rate 0.21% among 340,000; AID 504734;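 active = inhibition above the mean over all tested compounds plus 3 SD, cut at about 21% in these data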;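 also: 0% = DMSO only wells and 100% = clavulanate BLA inhibitor control wells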
ABCB6 inh 2 – blocks the human ABCB6 transporter; Q9NP58; K562-ABCB6 porphyrin accumulation, flow cytometry, 1 h; active compounds read low; fluorescence ratio to DMSO, % at 10 µM; hit rate 0.19% among 360,000;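 active = fluorescence ratio to DMSO below 75%, the collection mean minus 3 SD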;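 also: signal is porphyrin accumulated inside mitochondria; 100% equals median channel fluorescence of DMSO control wells; lower ratio means ABCB6 inhibition with less porphyrin fluorescence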
H9c2 protect – protects H9c2 cardiomyocytes from peroxide injury; H2O2 injury protection, ATPLite, 2 h; protection from H2O2 cell death, % at 20 µM; hit rate 0.63% among 360,000; AID 588492;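 active = compounds giving at least 50% protection of heart cells from peroxide-induced death in the single-dose screen, raw or plate-pattern-corrected value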;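 also: 0% = DMSO wells with peroxide and 100% = DMSO wells without peroxide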
An asterisk follows results filed as active; . = not tested or not shown. The list is partial, so the mix of outcomes need not match the whole.

#1 O=C(COC(=O)/C=C/c1ccc(Cl)c(Cl)c1)NC1CCS(=O)(=O)C1 (stereo not given)
#2 O=C(O)c1cccc(NC(=O)c2ccccc2NC(=O)c2ccco2)c1
#3 Cc1[nH]n(C(N)=S)c(=O)c1N=Nc1ccc(S(=O)(=O)N2CCCC2)cc1
#4 COc1ccc(CCN=C(N)NS(=O)(=O)c2ccc3ccccc3c2)cc1
#5 CCOC(=O)N1CCN(S(=O)(=O)c2ccc3c(c2)C(C)C(=O)N3)CC1 (stereo not given)
#6 COc1ccc(N2CCN(C(CNC(C)=O)c3ccc4c(c3)OCO4)CC2)cc1 (stereo not given)
#7 COc1ccc(CCNC(=O)C(=O)NCC2OCCN2S(=O)(=O)c2ccc(F)cc2)cc1 (stereo not given)
#8 NC(=Nc1ccc(Cl)cc1)c1ccccc1

screen / no.	1	2	3	4	5	6	7	8
SRC2 inh	-6	19	-37	12	9	9	-9	-13
MC4R barr agon	-2.5	-0.2	-2.4	-0.7	-0.6	2.3	2.2	0.2
NOD2-RIPK2 inh	-9	-1	-1	-9	-4	-5	-8	-19
MC4R antagonist	2	6	-4	0	4	1	19	9
N-glyco inh	3	1	2	-1	0	4	-1	2
ABHD5 PLIN5 PPI	5	-2	5	2	3	0	4	-5
m5-HT2A agonist	1	-3	-3	-5	5	0	-1	-3
TLR9-MyD88 block	6	-8	-5	7	3	-4	0	2
ABCB6 inh 2	97	100	75	94	96	99	101	94
H9c2 protect	-10	2	-3	-5	-7	-6	-5	-2

#9 CCOC(=O)C(=O)Nc1nc(-c2ccccc2)c(-c2ccccc2)o1
#10 O=C1CCC(=O)N1CNc1ccc(Oc2ccccc2)cc1
#11 CC1=C(C(=O)Nc2cccc(F)c2)C(c2ccsc2)C2=C(CC(C)(C)CC2=O)N1 (stereo not given)
#12 O=C(NC1CCCCC1)c1cc2c(cc1Cl)N1CCCCCC1=NS2(=O)=O
#13 O=C(CCCN1CCC(O)(c2cccc(C(F)(F)F)c2)CC1)c1ccc(F)cc1
#14 COC(=O)c1cc(CSc2nnc(NC3CCCCC3)s2)oc1C
#15 CCC(=O)N1c2ccc(S(=O)(=O)CCC(=O)NCCC3=CCCCC3)cc2CC1C (stereo not given)
#16 O=C1c2ccccc2C(=O)N1CCCCN(C(=O)c1ccc([N+](=O)[O-])cc1)c1ccc(Cl)cc1

screen / no.	9	10	11	12	13	14	15	16
SRC2 inh	-8	-38	10	-9	2	8	7	20
MC4R barr agon	-0.6	-0.1	1.0	-3.0	0.9	0.3	-1.2	-1.3
NOD2-RIPK2 inh	-7	3	-2	-3	-9	0	1	6
MC4R antagonist	5	-1	-1	7	-1	3	0	13
N-glyco inh	1	3	16	1	-1	0	0	-4
ABHD5 PLIN5 PPI	0	-1	-2	0	2	6	-4	9
m5-HT2A agonist	-6	-2	-1	-3	-8	6	-1	3
TLR9-MyD88 block	-7	-4	5	0	-3	1	3	-5
ABCB6 inh 2	99	100	97	101	95	86	94	85
H9c2 protect	5	4	7	-3	-6	-18	9	-2

#17 CCNC(=O)COc1cccc2ccccc12
#18 O=[N+]([O-])c1ccc(CSc2nc3ncc(Br)cc3[nH]2)cc1
#19 COc1ccc(C(C(=O)NC(C)(C)C)N(C(=O)CNC(=O)c2cccs2)c2ccc(NC(C)=O)cc2)cc1OC (stereo not given)
#20 O=C(O)C1CC=CCC1C(=O)Nc1ccc(F)c(F)c1 (stereo not given)
#21 CC[C@]12c3[nH]c4ccc(OC)cc4c3CCN1C(=O)C(CC(=O)NCc1cccc(C(F)(F)F)c1)C[C@@H]2C(=O)N1CCN(C(=O)c2ccco2)CC1 (stereo not given in full)
#22 COC(=O)c1c(O)c2c([nH]c1=O)CCCC2
#23 CC/C(C)=N/Nc1nc(-c2cc3cccc(OC)c3oc2=O)cs1
#24 CCOC(=O)C(=O)/C(C#N)=C/Nc1ccccc1

screen / no.	17	18	19	20	21	22	23	24
SRC2 inh	-3	25	-14	-5	18	7	-39	9
MC4R barr agon	-2.0	0.4	-3.0	-1.1	-0.6	-1.8	-0.4	-1.2
NOD2-RIPK2 inh	-9	-1	-14	-8	3	0	-9	-3
MC4R antagonist	6	2	16	5	11	9	-2	2
N-glyco inh	2	-2	1	1	1	0	-5	2
ABHD5 PLIN5 PPI	2	7	-2	4	9	2	-6	3
m5-HT2A agonist	-1	-6	10	-1	-7	-4	3	4
TLR9-MyD88 block	7	.	4	0	-7	0	.	-9
ABCB6 inh 2	95	96	95	104	86	94	98	98
H9c2 protect	4	2	2	-6	7	3	42	8

#25 Cc1cc(C(=O)NCCN2CCOCC2)c2ccccc2n1
#26 CCOC(=O)c1c(/N=C/c2cc(C)ccc2O)sc2c1CCN(C)C2
#27 Cc1ccc(S(=O)(=O)NCCC(=O)OCC(=O)NCCc2ccccc2)cc1C
#28 COc1ccc(-c2cc(C(=O)Nc3ccc(S(=O)(=O)Nc4ncccn4)cc3)c3ccccc3n2)cc1
#29 O=C(NC1CCCC1)C(c1ccccc1F)N(C(=O)c1csnn1)c1ccccc1 (stereo not given)
#30 NC(=O)c1ccsc1NC(=O)CS(=O)(=O)c1ccccc1
#31 Nc1ccccc1C(=O)Nc1nccs1
#32 CCOC(=O)C1CCCN(CC(=O)/C=C2/N(C)c3ccccc3C2(C)C)C1 (stereo not given)

screen / no.	25	26	27	28	29	30	31	32
SRC2 inh	-3	-5	-5	5	9	-12	-35	-26
MC4R barr agon	0.8	-1.7	0.5	-0.1	-1.0	-4.8	2.3	-1.4
NOD2-RIPK2 inh	-10	-8	5	-6	2	-8	-6	-3
MC4R antagonist	-4	1	7	4	4	3	16	-3
N-glyco inh	0	0	2	0	0	-2	1	-1
ABHD5 PLIN5 PPI	-6	-5	1	-2	0	-12	-2	6
m5-HT2A agonist	7	-6	-5	4	3	-9	3	1
TLR9-MyD88 block	4	-1	5	8	-3	-3	-11	-7
ABCB6 inh 2	74*	97	96	99	94	96	93	155
H9c2 protect	-1	5	-1	-11	-2	9	2	-29

#33 Cn1cc(Cl)cc(C(=O)Nc2ccccc2)c1=O
#34 Cc1ccc(NC(=O)CSc2nnc(Cc3cccn3C)n2-c2ccc(F)cc2)c(C)c1
#35 COc1cc(NC(=O)COC(=O)c2ccc([N+](=O)[O-])s2)cc(OC)c1OC
#36 C=CCN(C(=O)CCC(=O)O)C1CC(=O)N(c2ccc(OC)cc2)C1=O (stereo not given)
#37 O=C(C1CCCN(S(=O)(=O)c2cccs2)C1)N1CCN(C2CCCCC2)CC1 (stereo not given)
#38 COc1cc(C)ccc1OCc1cc(C(=O)NC(C)Cn2cncn2)no1 (stereo not given)
#39 Nc1ccccc1-c1nc2ccncc2[nH]1
#40 C#CCNC(=O)C1=C[C@@H](c2coc3ccccc3c2=O)C[C@@H](OCCCCO)O1

screen / no.	33	34	35	36	37	38	39	40
SRC2 inh	-10	-3	-3	1	-65	-15	-22	-14
MC4R barr agon	0.5	-1.1	-1.3	-1.6	-0.8	-1.1	0.2	0.9
NOD2-RIPK2 inh	-6	-11	-8	0	2	-1	4	-1
MC4R antagonist	3	6	3	-2	7	-5	-8	7
N-glyco inh	1	1	5	0	-4	-2	1	5
ABHD5 PLIN5 PPI	2	0	0	3	1	-10	2	-2
m5-HT2A agonist	7	-1	-2	1	1	11	7	-2
TLR9-MyD88 block	-9	-33	-2	-3	10	-4	6	3
ABCB6 inh 2	97	101	94	109	104	86	93	106
H9c2 protect	-4	-1	42	7	7	-1	4	8

Quoted at random: 2 compounds from above, in no set order.
#26 CCOC(=O)c1c(/N=C/c2cc(C)ccc2O)sc2c1CCN(C)C2
#27 Cc1ccc(S(=O)(=O)NCCC(=O)OCC(=O)NCCc2ccccc2)cc1C

screen / no.	26	27
SRC2 inh	-5	-5
MC4R barr agon	-1.7	0.5
NOD2-RIPK2 inh	-8	5
MC4R antagonist	1	7
N-glyco inh	0	2
ABHD5 PLIN5 PPI	-5	1
m5-HT2A agonist	-6	-5
TLR9-MyD88 block	-1	5
ABCB6 inh 2	97	96
H9c2 protect	5	-1

Following part
#41 COc1ccc(S(=O)(=O)N2CCN(C(=O)c3cccc(Cl)c3)CC2)cc1
#42 O=C(Cc1ccc(-n2cccc2)cc1)NCc1ccccc1Cl
#43 O=C(NCCc1nc(-c2ccccc2)cs1)c1ccc(Br)cc1
#44 CCOC(=O)NC(=O)/C(C=Nc1ccc(Cl)c(Cl)c1Cl)=C(\C)O
#45 Cc1nc(-c2ccccc2)sc1C(=O)CSc1ccc(Cl)cc1
#46 Cc1ccnc(NC(=O)Nc2ccc(F)cc2)c1
#47 COc1cccc(CNC(=O)CCC(=O)N2Cc3cccc(OC)c3Oc3ncccc32)c1OC
#48 COC(=O)c1nnn(-c2nonc2N)c1CSc1nnc(N)s1

screen / no.	41	42	43	44	45	46	47	48
SRC2 inh	21	-50	9	6	-26	-41	-9	-14
MC4R barr agon	-0.2	1.0	0.5	-0.8	4.8	0.7	-2.1	-1.4
NOD2-RIPK2 inh	9	0	-6	-4	6	-1	-4	-6
MC4R antagonist	-7	-11	2	0	9	5	5	1
N-glyco inh	0	14	2	-2	-1	-6	0	0
ABHD5 PLIN5 PPI	1	-2	-1	-6	8	-3	-10	-5
m5-HT2A agonist	-1	1	-8	2	2	-2	6	5
TLR9-MyD88 block	1	-3	1	0	-9	11	4	1
ABCB6 inh 2	91	103	94	101	98	93	97	100
H9c2 protect	-17	-5	-2	5	-6	-18	1	-3

Results in m5-HT2A agonist and NOD2-RIPK2 inh, for some of the entries so far:
nr | Compound | m5-HT2A agonist | NOD2-RIPK2 inh
44 | CCOC(=O)NC(=O)/C(C=Nc1ccc(Cl)c(Cl)c1Cl)=C(\C)O | 2 | -4
45 | Cc1nc(-c2ccccc2)sc1C(=O)CSc1ccc(Cl)cc1 | 2 | 6

Continued:
#49 CCOC(=O)c1c(C)[nH]c(C(=O)CSc2nnc(-c3cccs3)n2Cc2ccccc2)c1C
#50 COC(=O)c1ccc(N=Cc2c(C(F)(F)F)[nH][nH]c2=O)cc1
#51 CN(CCOc1ccc(Cl)cc1)c1ccc(S(=O)(=O)N2CCCCC2)cn1
#52 COc1ccc(-n2c(CCC(=O)O)ccc2-c2ccc(F)cc2)c(OC)c1
#53 CC(C)(C)c1ccc(C(=O)NCCC(=O)Nc2ccc3c(c2)OCCO3)cc1
#54 COc1ccc(C(=O)N/C(=C\c2cc(OC)c(OC)cc2[N+](=O)[O-])C(=O)NCCO)cc1

screen / no.	49	50	51	52	53	54
SRC2 inh	-10	-17	3	-11	20	-14
MC4R barr agon	7.7	-0.6	-2.8	-0.4	-4.7	1.5
NOD2-RIPK2 inh	-8	-13	-2	-1	6	-2
MC4R antagonist	-1	-6	-3	-7	3	0
N-glyco inh	-6	4	-8	0	-7	-1
ABHD5 PLIN5 PPI	-5	10	-3	3	-9	0
m5-HT2A agonist	2	3	-6	-2	1	-21
TLR9-MyD88 block	-16	9	-5	-4	-9	10
ABCB6 inh 2	94	87	101	98	101	99
H9c2 protect	-2	6	-10	1	-10	1

Along the list, as entered above.
SRC2 inh for entries 49–54, in order: -10, -17, 3, -11, 20, -14
m5-HT2A agonist for entries 49–54, in order: 2, 3, -6, -2, 1, -21
H9c2 protect for entries 49–54, in order: -2, 6, -10, 1, -10, 1
